GDH-TPI counter = GDH-TPI coupling enzyme inhibitors, primary screen, artefact control for M. tuberculosis FBA inhibitor project, biochemical, absorbance, full deck. actives 1.2% (n = 360,000). inhibition, % at 4.8 µM. AID 588335, 2011. GDH-TPI coupled enzyme counterscreen, NADH absorbance; in the data active = inhibition above about 30%;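 also: 0% = DMSO wells and 100% = wells lacking the enzyme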
DUSP3 inh = VHR1 phosphatase inhibitors, primary screen, biochemical, absorbance, uHTS; Dual specificity protein phosphatase 3 (Homo sapiens), P51452; recombinant VHR phosphatase, pNPP absorbance; inhibition, % at 13.3 µM; actives 0.52% (n = 290,000); AID 1654, 2009; in the data active = inhibition above about 50%; also: some compounds called inactive have numbers as strong as hits
Target sequence (P51452 whole entry, looked up): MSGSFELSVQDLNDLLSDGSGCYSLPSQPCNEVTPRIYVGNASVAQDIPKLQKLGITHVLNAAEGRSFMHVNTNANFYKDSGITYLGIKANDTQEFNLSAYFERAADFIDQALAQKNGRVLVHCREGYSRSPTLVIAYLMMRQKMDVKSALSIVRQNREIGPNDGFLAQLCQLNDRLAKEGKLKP
3CLpro inhibitor = SARS-CoV 3CLpro protease inhibitors, primary screen, biochemical, quenched FRET | Replicase polyprotein 1ab (Severe acute respiratory syndrome coronavirus), P0C6X7 | recombinant SARS-CoV 3CLpro, quenched FRET peptide cleavage | inhibition, % at 6 µM | actives 0.14% (n = 290,000); in the data active = inhibition above about 12%
FBA Mtb inh = Mtb FBA enzyme inhibitors, primary screen, biochemical, fluorescence, strain H37Rv; Fructose-bisphosphate aldolase (Mycobacterium tuberculosis (strain ATCC 25618 / H37Rv)), …; purified M. tuberculosis FBA, fluorescence read-out; inhibition, % at 1 µM; AID 588726, 2011; actives 2.3% (n = 360,000); in the data active = inhibition above about 27%;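 also: 0% = vehicle and 100% = reference inhibitor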
Target sequence (P9WQA3 whole entry, looked up): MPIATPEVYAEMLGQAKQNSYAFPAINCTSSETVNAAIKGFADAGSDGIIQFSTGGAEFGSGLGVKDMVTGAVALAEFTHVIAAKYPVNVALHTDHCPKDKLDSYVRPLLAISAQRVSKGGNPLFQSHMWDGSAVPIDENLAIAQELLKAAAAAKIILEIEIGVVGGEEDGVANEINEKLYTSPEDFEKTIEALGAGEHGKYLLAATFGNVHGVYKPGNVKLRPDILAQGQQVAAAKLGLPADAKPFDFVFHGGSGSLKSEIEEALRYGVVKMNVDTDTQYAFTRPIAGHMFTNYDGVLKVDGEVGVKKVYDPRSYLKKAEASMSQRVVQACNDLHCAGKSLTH
MazEF act = activators of E. coli MazEF toxin-antitoxin RNase, primary screen, biochemical, fluorescence, uHTS. FAM/BHQ RNA-DNA oligo cleavage fluorescence, 5 h. activation, % at 20 µM. actives 0.32% (n = 350,000). AID 504720, 2011; in the data active = activation above about 50%
Target sequence (P0AE70 whole entry, looked up): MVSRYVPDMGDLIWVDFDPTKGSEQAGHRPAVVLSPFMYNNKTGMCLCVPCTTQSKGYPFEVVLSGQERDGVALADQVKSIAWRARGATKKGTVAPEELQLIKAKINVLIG
PriA SSB inh = inhibitors of Klebsiella pneumoniae PriA binding to SSB C-terminal tail, primary screen, biochemical, AlphaScreen | PriA–SSB C-terminal tail interaction (Klebsiella pneumoniae) | AlphaScreen SSBct-PriA binding, biotinylated peptide | inhibition, % at 33 µM | actives 0.6% (n = 430,000); in the data active = inhibition mostly above about 37%, no sharp cut-off; inactive = mostly below about 20%;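 also: plate controls were negative control peptide for no effect and reference peptide for full effect; strong numbers were not always called active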
Vc quorum ag = inducers of Vibrio cholerae quorum light production without autoinducers, primary screen, BH1578 luxS cqsA deficient, single point; V. cholerae BH1578 lux reporter, luminescence, 6 h; activation, % at 18.7 µM; actives 0.16% (n = 350,000); AID 588436, 2011; in the data active = activation mostly above about 9.7%, no sharp cut-off; also: not every result past the cut was called active; inactives centre near 0; reference of the scale not given here
Mtb UGM inh = M. tuberculosis UGM enzyme inhibitors, primary screen, biochemical, fluorescence polarization, single point; UDP-galactopyranose mutase (Mycobacterium tuberculosis (strain ATCC 25618 / H37Rv)), …; purified UGM, fluorescence polarization probe displacement; inhibition, % at 10 µM; actives 0.06% (n = 320,000); in the data active = inhibition above about 10%, passing the limit was not always enough
Rv3671c protease = Rv3671c serine protease inhibitors, primary screen, biochemical, fluorescence polarization, M. tuberculosis H37Rv | inhibition, % at 5.96 µM | actives 0.048% (n = 320,000) | AID 2606, 2010; in the data active = inhibition above about 38%;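 also: extracellular domain of Rv3671c used as enzyme; 0% = enzyme with DMSO and 100% = no enzyme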
BioA inh = M. tuberculosis BioA enzyme inhibitors, primary screen, biochemical, plate reader, single point, HTS | inhibition, % at 9.99 µM | purified M. tuberculosis BioA enzyme | 7,8-diaminopelargonic acid synthase BioA (Mycobacterium tuberculosis) | actives 0.096% (n = 360,000); in the data active = inhibition above about 40%
The depositor's hits bear a star. These rows are one share of the data; rates above refer to the full screens.

Screening Cc1ccc2c(c1)C1CN(C)CCC1N2C(=O)COc1ccc(N(C)C(=O)c2ccccc2)cc1 (configuration not stated) returned GDH-TPI counter -10, DUSP3 inh 9, 3CLpro inhibitor 5, FBA Mtb inh -13, MazEF act 9, PriA SSB inh 5, Vc quorum ag -1.2, Mtb UGM inh 0.3 and Rv3671c protease -4.
Nc1nnnn1CC(=O)N/N=C/c1ccc(-c2cccc(Cl)c2)o1 was read as GDH-TPI counter 25, DUSP3 inh 5, 3CLpro inhibitor 0, FBA Mtb inh -2, MazEF act 7, Vc quorum ag inactive, Mtb UGM inh 1.8 and Rv3671c protease -23.
For C[C@H](CCC(=O)OCc1cn(CC(=O)c2ccc(O)cc2)nn1)C1CC[C@H]2[C@@H]3CC[C@@H]4C[C@H](O)CC[C@]4(C)[C@H]3C[C@H](O)[C@]12C (some centres not stated) the results were GDH-TPI counter 19, FBA Mtb inh -4, MazEF act 8, PriA SSB inh -14, Vc quorum ag -0.6 and BioA inh -1.0.
CS(=O)(=O)c1ccc(Cl)c(NC(=O)c2cccc(Br)c2)c1 was read as GDH-TPI counter 3, DUSP3 inh -1, 3CLpro inhibitor -14, FBA Mtb inh 0, MazEF act 0, PriA SSB inh -17, Vc quorum ag 0.3, Mtb UGM inh 2.1 and Rv3671c protease 3.
Cc1ccc(S(=O)(=O)N2CCCCC2)cc1NC(=O)CCNC(=O)c1ccc([N+](=O)[O-])cc1 was read as GDH-TPI counter 1, FBA Mtb inh -3, MazEF act 4, PriA SSB inh -5, Vc quorum ag inactive and BioA inh 0.7.
Screening COC(=O)Cc1ccc(NC(=O)c2ccc(C(C)(C)C)cc2)cc1 returned GDH-TPI counter -1, DUSP3 inh 21, 3CLpro inhibitor -2, FBA Mtb inh 13, MazEF act 0, PriA SSB inh 3, Vc quorum ag 3.0, Mtb UGM inh -1.0, Rv3671c protease -4 and BioA inh 2.7.
Screening O=C(O)c1ccccc1NCCO returned GDH-TPI counter 7, DUSP3 inh 11, 3CLpro inhibitor 2, FBA Mtb inh 48*, MazEF act 10, PriA SSB inh 3, Vc quorum ag 0.2, Mtb UGM inh 1.4 and Rv3671c protease 9.
`CCn1c(SCC(=O)N2CCCC2)nnc1-c1ccco1` gave GDH-TPI counter 6, DUSP3 inh 1, 3CLpro inhibitor -1, FBA Mtb inh 1, MazEF act -14, PriA SSB inh -8, Vc quorum ag -1.0, Mtb UGM inh 0.6, Rv3671c protease -2 and BioA inh -1.6.
For CC1=C(C(=O)N(C)C)CC(CC(=O)NCCCCc2ccccc2)C(=O)N1Cc1ccc(C(C)(C)C)cc1 (configuration not stated) the results were GDH-TPI counter 5, FBA Mtb inh -1, MazEF act 8, Vc quorum ag inactive and BioA inh -2.1.
For O=S(=O)(c1ccc(Nc2ccc(-c3ccc4c(c3)OCCO4)nn2)cc1)N1CCCC1 the results were GDH-TPI counter 34*, DUSP3 inh 35, 3CLpro inhibitor 1, FBA Mtb inh 1, MazEF act 6, PriA SSB inh 3, Vc quorum ag inactive, Mtb UGM inh -3.0, Rv3671c protease -64 and BioA inh -0.3.
Screening CCN(CC)C(=O)[C@H]1C[C@H](CC(=O)NCc2cccc(C(F)(F)F)c2)C(=O)N2CCc3c([nH]c4cc(-c5ccco5)ccc34)[C@]12C returned GDH-TPI counter 24, FBA Mtb inh 22, MazEF act 11, PriA SSB inh -1, Vc quorum ag -0.5 and BioA inh -3.1.
Screening Cc1cc(C(O)c2ncc(-c3ccccc3F)[nH]2)ccc1F (configuration not stated) returned GDH-TPI counter 10, FBA Mtb inh 6, Vc quorum ag -0.6 and BioA inh 0.4.
For O=C(NC1CCCC1)c1cnn2c(C(F)(F)F)cc(-c3ccc4c(c3)OCO4)nc12 the results were GDH-TPI counter 5, DUSP3 inh -7, 3CLpro inhibitor 4, FBA Mtb inh 1, MazEF act 76*, PriA SSB inh -3, Vc quorum ag -0.3, Mtb UGM inh 2.0, Rv3671c protease 5 and BioA inh 0.0.
`COC(=O)c1ccc(CN2CCN(CCCc3ccccc3)C(CCO)C2)cc1` (configuration not stated) gave GDH-TPI counter -6, DUSP3 inh 18, 3CLpro inhibitor -1, FBA Mtb inh 0, MazEF act 2, PriA SSB inh 7, Vc quorum ag inactive, Mtb UGM inh 0.5, Rv3671c protease -2 and BioA inh 0.7.
For CCOC(=O)Cc1nc2ccccc2[nH]1 the results were GDH-TPI counter 14, DUSP3 inh -12, 3CLpro inhibitor 4, FBA Mtb inh 4, MazEF act 7, PriA SSB inh -8, Vc quorum ag -0.4, Mtb UGM inh 0.6, Rv3671c protease 3 and BioA inh -0.6.

Of the compounds above, 3 contain fluorine:
Screening CCN(CC)C(=O)[C@H]1C[C@H](CC(=O)NCc2cccc(C(F)(F)F)c2)C(=O)N2CCc3c([nH]c4cc(-c5ccco5)ccc34)[C@]12C returned GDH-TPI counter 24, FBA Mtb inh 22, MazEF act 11, PriA SSB inh -1, Vc quorum ag -0.5 and BioA inh -3.1.
Screening Cc1cc(C(O)c2ncc(-c3ccccc3F)[nH]2)ccc1F (configuration not stated) returned GDH-TPI counter 10, FBA Mtb inh 6, Vc quorum ag -0.6 and BioA inh 0.4.
For O=C(NC1CCCC1)c1cnn2c(C(F)(F)F)cc(-c3ccc4c(c3)OCO4)nc12 the results were GDH-TPI counter 5, DUSP3 inh -7, 3CLpro inhibitor 4, FBA Mtb inh 1, MazEF act 76*, PriA SSB inh -3, Vc quorum ag -0.3, Mtb UGM inh 2.0, Rv3671c protease 5 and BioA inh 0.0.

(more compounds)
For CCOc1ccc(N2C(=O)/C(=C/c3ccccc3)N=C2SC)cc1 the results were GDH-TPI counter -17, DUSP3 inh 12, 3CLpro inhibitor 5, FBA Mtb inh 4, MazEF act -1, PriA SSB inh -4, Vc quorum ag -0.5, Mtb UGM inh 1.7 and Rv3671c protease 8.
`C=CCSc1nnc(NC(=O)CCNC(=O)c2ccco2)s1` gave GDH-TPI counter 10, DUSP3 inh 8, 3CLpro inhibitor 2, FBA Mtb inh -5, MazEF act 6, PriA SSB inh 3, Vc quorum ag -0.6, Mtb UGM inh 0.9, Rv3671c protease -11 and BioA inh -1.0.
CN(C)c1nc2n(c(=O)n1)C(C#N)CS2 (configuration not stated) was read as GDH-TPI counter 14, DUSP3 inh -13, 3CLpro inhibitor -6, FBA Mtb inh 3, MazEF act -5, PriA SSB inh -3, Vc quorum ag inactive, Mtb UGM inh -0.6, Rv3671c protease 4 and BioA inh -0.9.
`Cc1ccc2[nH]c(=O)c(C(c3nnnn3C(C)(C)C)N(Cc3ccco3)CC3CCCO3)cc2c1` (configuration not stated) gave GDH-TPI counter 25, DUSP3 inh 11, 3CLpro inhibitor 0, FBA Mtb inh 0, MazEF act 3, PriA SSB inh 0, Vc quorum ag -4.0, Mtb UGM inh 0.7, Rv3671c protease 0 and BioA inh -0.5.
Screening COC(=O)c1ccc(N2CCN(C)CC2)c(NC(=O)c2sc3ccccc3c2Cl)c1 returned GDH-TPI counter 9, 3CLpro inhibitor 2, FBA Mtb inh 4, MazEF act 40, PriA SSB inh -8, Vc quorum ag -0.4, Mtb UGM inh -1.2, Rv3671c protease 0 and BioA inh -7.8.
`COc1cc(C(=O)N2CCN=C2c2ccccc2)cc(OC)c1OC` gave GDH-TPI counter 0, DUSP3 inh -1, 3CLpro inhibitor 5, FBA Mtb inh 1, MazEF act 0, PriA SSB inh -17, Vc quorum ag inactive, Mtb UGM inh 0.4, Rv3671c protease -4 and BioA inh 0.8.
CCCOc1ccc(C(CC(=O)O)NC(=O)C(c2ccccc2)c2ccccc2)cc1 (configuration not stated) was read as GDH-TPI counter -12, FBA Mtb inh -3, MazEF act -2, PriA SSB inh -3, Vc quorum ag inactive, Mtb UGM inh 1.1, Rv3671c protease 0 and BioA inh 0.3.
Screening Cc1ccc(Sc2cc(C(=O)NCCN(C)C)c3ccccc3n2)cc1 returned GDH-TPI counter 0, DUSP3 inh 10, 3CLpro inhibitor -2, FBA Mtb inh -3, MazEF act 6, PriA SSB inh 5, Vc quorum ag 1.7, Mtb UGM inh -3.0, Rv3671c protease -1 and BioA inh 0.0.
`Nc1cccc(SC2CC(=O)N(c3ccc(Cl)cc3C(=O)c3ccccc3)C2=O)c1` (configuration not stated) gave GDH-TPI counter -8, FBA Mtb inh -3, MazEF act 4, Vc quorum ag -5.3 and BioA inh -0.4.
Screening CC(C)(C)NS(=O)(=O)c1ccc(CCC(=O)NCc2ccccn2)cc1 returned GDH-TPI counter 3, DUSP3 inh 17, 3CLpro inhibitor -4, FBA Mtb inh -1, MazEF act 5, PriA SSB inh -4, Vc quorum ag -0.7, Mtb UGM inh 0.8, Rv3671c protease 3 and BioA inh 0.3.
O=C(Nc1cccc(Cl)c1)N1CCOCC1 was read as GDH-TPI counter 14, DUSP3 inh 1, 3CLpro inhibitor 2, FBA Mtb inh 2, MazEF act -28, PriA SSB inh -8, Vc quorum ag -0.3, Mtb UGM inh -0.1, Rv3671c protease -6 and BioA inh -0.2.
For CC(Sc1nnc(-c2ccc(C(C)(C)C)cc2)n1C)C(N)=O (configuration not stated) the results were GDH-TPI counter -2, DUSP3 inh -4, 3CLpro inhibitor 1, FBA Mtb inh 0, MazEF act 2, PriA SSB inh -19, Vc quorum ag inactive, Mtb UGM inh 0.9 and Rv3671c protease 0.
Cc1csc(N/N=C/c2ccccc2F)n1 was read as GDH-TPI counter 10, DUSP3 inh -7, 3CLpro inhibitor 3, FBA Mtb inh 0, MazEF act 7, Vc quorum ag 1.2, Mtb UGM inh 0.3, Rv3671c protease 1 and BioA inh -0.3.

Among those listed so far, these have a CF3 group.
Screening CCN(CC)C(=O)[C@H]1C[C@H](CC(=O)NCc2cccc(C(F)(F)F)c2)C(=O)N2CCc3c([nH]c4cc(-c5ccco5)ccc34)[C@]12C returned GDH-TPI counter 24, FBA Mtb inh 22, MazEF act 11, PriA SSB inh -1, Vc quorum ag -0.5 and BioA inh -3.1.
For O=C(NC1CCCC1)c1cnn2c(C(F)(F)F)cc(-c3ccc4c(c3)OCO4)nc12 the results were GDH-TPI counter 5, DUSP3 inh -7, 3CLpro inhibitor 4, FBA Mtb inh 1, MazEF act 76*, PriA SSB inh -3, Vc quorum ag -0.3, Mtb UGM inh 2.0, Rv3671c protease 5 and BioA inh 0.0.

Compound activity (PubChem BioAssay)
